CR mimetic SO: lowers age-related superoxide in aged yeast cells; S. cerevisiae aged cells, superoxide DHE fluorescence; hits give low values; hit rate 0.18% among 330,000; superoxide response (% of plate mean), % at 10 µM;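 active = superoxide response under a set limit, about three screen SD below normal, cut at about 65% in these data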;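 note: yeast aged for seven days with compound at 30 °C before DHE staining; 100% = average MFI of all compound-treated wells on the plate with controls excluded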
ZTA counter: blocks Epstein-Barr virus ZTA, an EBNA-1 counter-screen | AID 2234 | P03206 | hit rate 0.15% among 320,000 | inhibition, % at 11 µM | ZTA-DNA binding, fluorescence polarization; in the data active = inhibition above about 33%
Target sequence (P03206 whole entry, looked up): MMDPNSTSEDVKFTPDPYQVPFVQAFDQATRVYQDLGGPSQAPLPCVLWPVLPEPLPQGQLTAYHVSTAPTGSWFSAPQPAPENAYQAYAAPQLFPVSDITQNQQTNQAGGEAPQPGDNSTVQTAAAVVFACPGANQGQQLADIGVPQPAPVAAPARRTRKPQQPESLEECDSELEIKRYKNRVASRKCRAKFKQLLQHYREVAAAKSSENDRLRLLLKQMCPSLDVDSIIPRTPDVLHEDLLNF
EBNA-1 inh: blocks EBNA-1 binding to DNA; hit rate 0.34% among 300,000; EBNA-1 DNA binding, fluorescence polarization; inhibition, % at 14.8 µM; AID 1950; in the data active = inhibition above about 28%
Bcl-xL primary: inhibitors of human Bcl-xL; hit rate 0.7% among 320,000; GST-Bcl-xL / FITC-Bim BH3 peptide fluorescence polarization; inhibition, % at 10.9 µM; AID 2129; Q07817;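 active = inhibition above the mean of all tested compounds plus 3 SD, cutoff set per campaign, cut at about 30% in these data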;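 note: 0% = DMSO wells and 100% = unlabeled Bim-BH3 peptide competitor; inhibitors lower millipolarization by displacing the labeled peptide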
Target sequence (Q07817 whole entry, looked up): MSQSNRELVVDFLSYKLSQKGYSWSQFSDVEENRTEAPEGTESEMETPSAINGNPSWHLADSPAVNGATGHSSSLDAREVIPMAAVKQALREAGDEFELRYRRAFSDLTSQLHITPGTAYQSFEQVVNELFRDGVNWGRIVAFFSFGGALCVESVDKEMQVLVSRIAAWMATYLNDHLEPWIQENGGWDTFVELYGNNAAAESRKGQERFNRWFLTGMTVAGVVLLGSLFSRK
GLD-1 TGE inh: GLD-1-TGE RNA interaction inhibition (C. elegans); Q17339; purified GLD-1 + fluorescein TGE RNA, fluorescence polarization; inhibition, % at 5.96 µM; hit rate 0.44% among 320,000; AID 2280;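 active = percent inhibition above a per-plate cutoff, the plate mean of test compounds plus 3 SD, cut at about 30% in these data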;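 note: 0% = DMSO wells with GLD-1 and probe and 100% = wells lacking GLD-1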
MCL1-BIM inh: MCL1-BIM-BH3 interaction inhibition (human) | Q07820 | inhibition, % at 10.9 µM | hit rate 0.68% among 320,000 | GST-MCL1 / FITC-Bim-BH3 fluorescence polarization;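 active = inhibition above the mean inhibition of all tested compounds plus 3 SD, set per campaign, cut at about 40% in these data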;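 note: 0% = DMSO wells and 100% = unlabeled Bim-BH3 peptide control; higher means more loss of mP so more displacement of Bim peptide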
Target sequence (Q07820 whole entry, looked up): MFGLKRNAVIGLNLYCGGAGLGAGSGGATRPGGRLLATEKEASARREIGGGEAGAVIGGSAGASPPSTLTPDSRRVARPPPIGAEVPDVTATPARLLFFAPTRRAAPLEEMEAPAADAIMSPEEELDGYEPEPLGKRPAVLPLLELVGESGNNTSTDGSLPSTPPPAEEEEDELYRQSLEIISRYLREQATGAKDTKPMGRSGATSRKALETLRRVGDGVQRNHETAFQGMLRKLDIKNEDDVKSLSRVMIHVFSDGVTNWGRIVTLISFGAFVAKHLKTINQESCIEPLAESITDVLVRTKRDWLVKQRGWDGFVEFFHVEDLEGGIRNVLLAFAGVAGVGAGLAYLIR
Fam108B inh: blocks mouse Fam108B hydrolase in RBBP9 counter-screen. AID 1947. inhibition, % at 9.51 µM. recombinant Fam108B, FP-Rh probe fluorescence polarization. hit rate 0.33% among 300,000;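 active = inhibition above the screen mean inhibition plus 3 SD, computed separately per campaign, cut at about 18% in these data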;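 note: inhibitors lower polarization as less probe binds the enzyme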
Efflux pump mplx: blocks antifungal efflux pumps in multiplex yeast assay; AID 485275; S. cerevisiae Candida pump triplex, Nile Red efflux; hit rate 0.44% among 330,000; inhibition, % at 10 µM;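 active = plate passing quality check with inhibition over a set limit, or well fluorescence over plate mean plus 4 SD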;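 note: Nile Red retained in pooled yeast measured as flow cytometry median fluorescence; 0% = buffer negative control and 100% = Enniatin B positive control; higher means more Nile Red kept so more efflux inhibition; some compounds called inactive have numbers as strong as hits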
MEX-5 binding: C. elegans MEX-5 TCR-2 RNA binding activity. Q9XUB2. MEX-5/FITC-TCR2 RNA binding, fluorescence polarization; hits give low values. activity score (negative = inhibition of binding), % at 10 µM. hit rate 0.38% among 300,000. AID 1832;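 active = inhibition past about -25% in most replicates, and total fluorescence under double the plate's negative control median, limit read from the data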;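 note: 0% = DMSO and -100% = 5 µM competing unlabeled TCR2 RNA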
* = called active by the depositor; / = not tested or not shown.

SMILES | CR mimetic SO | ZTA counter | EBNA-1 inh | Bcl-xL primary | GLD-1 TGE inh | MCL1-BIM inh | Fam108B inh | Efflux pump mplx | MEX-5 binding
N#CC1=C(N)SC2(CCCCC2)SC1c1ccccc1 (stereo not drawn) | 93 | 16 | 11 | 9 | 1 | 14 | -2 | -0.6 | -3.4
COC(=O)c1cc(S(=O)(=O)N2CCOCC2)c(Cl)cc1N1CCOCC1 | 98 | 0 | -3 | 2 | -11 | 0 | -2 | -0.1 | 0.9
CCCNC(=O)c1ccc(N2CCC3(CC2)CC(c2ccccc2)=NO3)c(N)c1 | 96 | -3 | 51* | -5 | 3 | -9 | -4 | -0.1 | -2.3
Cn1cc(CN2CCCC(C(=O)c3ccc(-c4ccccc4)c(F)c3)C2)cn1 (stereo not drawn) | 92 | -17 | -5 | 1 | 1 | 1 | 2 | 0.2 | -0.2
O=C(Nc1ccc([N+](=O)[O-])cc1)C1COc2ccccc2O1 (stereo not drawn) | 90 | -6 | -6 | 2 | -3 | 2 | -3 | 0.1 | -2.1
COc1ccc2[nH]c3c(N4CC(C)OC(C)C4)ncnc3c2c1 (stereo not drawn) | 123 | -5 | -26 | 5 | -1 | 1 | 2 | 0.2 | -0.1
Cc1ccc(S(=O)(=O)n2c(CN3CCCC(C)C3)nc3ccccc32)cc1 (stereo not drawn) | 98 | -7 | -9 | 2 | -5 | -1 | -6 | 0.1 | 0.8
CS(=O)(=O)N(Cc1ccc(C(=O)NN=C2CCCC2)cc1)c1ccccc1 | 98 | 1 | -4 | -2 | 1 | -7 | -1 | 0.3 | 0.7
CCOc1ccc(CCNC(=O)COC(=O)c2nccnc2N)cc1OCC | 91 | -6 | -15 | -6 | 6 | -8 | 3 | 0.1 | 2.5
COc1ccccc1N1CCN(C(=O)CCNC(=O)c2ccco2)CC1 | 88 | 9 | / | 1 | 6 | -1 | / | 0.0 | /
O=C(NCc1ccc2c(c1)OCO2)C1CCC(CNc2c(N3CCCC3)c(=O)c2=O)CC1 (stereo not drawn) | 100 | 11 | 9 | 5 | 4 | 6 | 1 | -0.1 | 2.3
CCn1c(SCC(=O)Nc2ccccc2)nc2ccccc2c1=O | 102 | -2 | 10 | 1 | 1 | -6 | 0 | 0.0 | -1.2
COc1ccc(NC(=O)CCC(=O)c2ccc(Cl)cc2)cn1 | 104 | -2 | / | 30 | 22 | 32 | / | -0.2 | /
Cc1ccc(-n2nc(C)c3c2OC(N)=C(C#N)C3c2ccncc2)cc1 (stereo not drawn) | 100 | -10 | 1 | 4 | -3 | 3 | 5 | 0.0 | -2.0
S=C(NCCNCc1ccccc1)NC1CCCCC1 | 114 | -2 | -8 | -3 | -4 | -2 | -21 | 0.1 | 0.2
O=C(CCN1c2ccccc2Sc2ccccc21)Oc1ccccc1 | 100 | 3 | -1 | 8 | 4 | -2 | 1 | -1.5 | 2.2
C/C(N)=C(/C#N)C(=O)COC(=O)c1cc(-c2cccc(Br)c2)nc2ccccc12 | 110 | -25 | 10 | 5 | 8 | 10 | -56 | 38* | 2.7
C=CCC(NCc1ccccc1)c1ccccc1 (stereo not drawn) | 99 | 15 | 1 | -5 | -5 | -14 | -2 | 0.2 | -1.5
Cc1ccc(Nc2nc3c(s2)CCC3)c(C)c1 | 117 | 2 | -6 | 1 | -4 | 5 | -1 | 0.1 | 1.1
Cc1nnc(C)n1/N=C/c1ccc2c(c1)OCCO2 | 79 | -3 | -1 | 0 | 6 | 2 | 6 | -0.1 | 0.4
O=C(CSc1nc2ccc(Cl)cc2[nH]1)c1ccc2c(c1)OCO2 | 86 | 4 | 7 | 1 | 2 | 3 | 0 | 0.0 | 1.9
Cn1cccc1C(=O)NNC(=O)c1ccccc1Br | 107 | -2 | -3 | 1 | -7 | 4 | -1 | 0.2 | -1.5
O=C(NCc1ccco1)c1ccc([N+](=O)[O-])o1 | 92 | 1 | 1 | 5 | 7 | 19 | -5 | 0.2 | -1.7
CN(C)CCNC(=O)Cn1ccc2cc(S(=O)(=O)N3CCCCCC3)ccc21 | 85 | -4 | -3 | 5 | 2 | 7 | 3 | -0.3 | -2.1
Cc1noc(N)c1C(=O)Nc1ccccc1F | 102 | -2 | 11 | 4 | 3 | 0 | 0 | 0.1 | 0.4
Further structures.
SMILES | CR mimetic SO | ZTA counter | EBNA-1 inh | Bcl-xL primary | GLD-1 TGE inh | MCL1-BIM inh | Fam108B inh | Efflux pump mplx | MEX-5 binding
O=[N+]([O-])c1ccc(N2CCN(S(=O)(=O)c3ccccc3)CC2)cc1 | 91 | -2 | 9 | 1 | 4 | -1 | 0 | 0.1 | 0.5
CCOC(=O)C1CCN(S(=O)(=O)c2ccc3c(c2)CCCN3C(C)=O)CC1 | 90 | -2 | 2 | 3 | 0 | 6 | 8 | -0.1 | 1.1
Cc1cc(C)c2c(N)c(C(=O)c3ccc(Cl)cc3Cl)sc2n1 | 102 | 4 | 21 | -2 | 7 | 4 | 1 | 0.2 | -0.8
COc1ccc(CCNC(=O)c2cc(-c3cc(Cl)ccc3O)n[nH]2)cc1OC | 96 | 4 | -7 | 2 | 1 | 10 | 11 | -0.1 | -3.7
CC(C)(C)CN1CCN(Cc2cccnc2)CC1CCO (stereo not drawn) | 99 | 5 | 0 | -3 | 10 | -1 | -2 | -0.1 | -0.1
Oc1ccc(Br)cc1-c1cc(-c2ccccc2)n[nH]1 | 93 | 15 | 16 | 6 | 5 | 3 | -24 | 0.0 | -4.8
O=c1cc(-c2ccccc2)cc(-c2ccccc2)n1O | 70 | 6 | -8 | 7 | -5 | 6 | -3 | -0.2 | 0.4
COc1ccc(F)cc1C(=O)C1CCCN(C(=O)CCc2ccccn2)C1 (stereo not drawn) | 105 | 9 | 7 | 8 | -1 | 13 | -1 | -0.2 | 0.2
COc1ccc(NC(=O)C(=O)NCC(c2ccco2)N2CCc3ccccc32)cc1 (stereo not drawn) | 99 | -19 | -12 | 0 | 4 | -2 | 1 | 0.0 | 2.0
CCC(C)(C)C1CCC2(CC1)NC(=O)N(CC(=O)Nc1cc(C(F)(F)F)ccc1N1CCOCC1)C2=O (stereo not drawn) | 107 | 3 | -8 | -11 | 1 | -26 | 0 | -0.4 | -1.1
N/C(=N\OC(=O)c1ccc2c(c1)OCO2)c1ccc([N+](=O)[O-])cc1 | 100 | -9 | 2 | 0 | 4 | -5 | 2 | 0.0 | -1.7
CCC(=O)NCc1c(Cl)cccc1-n1cccc1 | 93 | -10 | -4 | -2 | 1 | -5 | 0 | -0.1 | -2.3
Cc1ccc(NC2Sc3ccccc3NC2=O)cc1Cl (stereo not drawn) | 109 | 5 | 3 | 4 | 9 | 5 | 0 | -0.1 | -0.1
Cc1ccc(-n2nc3c(c2NC(=O)c2ccc4c(c2)OCO4)CSC3)c(C)c1 | 112 | 1 | -3 | 3 | -2 | 8 | -4 | -0.1 | -0.6
COc1ccc(-c2cnc[nH]2)cc1 | 98 | 3 | 6 | -2 | -2 | -4 | -1 | 0.1 | -2.0
Cc1ccc(NC(=O)CCNC(=O)c2ccc(Br)cc2)cc1S(=O)(=O)N1CCCCCC1 | 102 | -7 | -3 | -9 | 4 | -8 | -3 | -0.1 | -4.9
COc1ccccc1C1C=C(c2ccc(Cl)cc2)Nc2nc(N3C(=O)CCC3=O)nn21 (stereo not drawn) | 99 | -12 | -5 | 15 | 12 | 19 | -3 | -0.1 | /
O=C(OCC(=O)N1CCN(C(=O)c2ccco2)CC1)c1cc(-c2ccc(F)cc2)nc2ccccc12 | 131 | 12 | 2 | 3 | 7 | 5 | -7 | 0.1 | -2.2
CC(C)C(NC(=O)c1ccc(Cl)cc1)C(=O)NC1=NCCS1 (stereo not drawn) | 97 | 11 | 2 | 1 | 5 | 7 | 4 | 0.1 | 1.5
COC(=O)[C@@]12CCCCN1[C@H](c1ccc(-c3ccc(C(C)=O)cc3)cc1)[C@H]1C(=O)N(C)C(=O)[C@H]12 | 101 | -9 | 4 | -2 | 7 | -7 | 3 | 0.3 | -0.2
CN(C)C(=O)c1ccccc1Sc1ccc(Cl)cc1Cl | 92 | -3 | 2 | 0 | 4 | -2 | 5 | 0.4 | 1.6
O=C(O)c1ccccc1NSc1ccccc1[N+](=O)[O-] | 109 | 14 | 3 | 19 | 2 | 20 | 2 | 0.0 | -1.4
CCC(C)C(NC(=O)C(N)CC(C)C)C(=O)NC(CCC(=O)OCc1ccccc1)C(N)=O (stereo not drawn) | 103 | 5 | -4 | 0 | 6 | -11 | 0 | 0.3 | -2.1
Cc1ccc(N2CCN(C(=O)c3nn(C)c4c3CS(=O)(=O)c3ccccc3-4)CC2)c(C)c1 | 118 | -27 | -11 | 1 | 0 | 3 | 3 | 0.0 | 3.6
COc1ccc(NC(=O)COC(=O)CCCC2=NS(=O)(=O)c3ccccc3N2)cc1Cl | 83 | 4 | 5 | 2 | -1 | 2 | 3 | 0.1 | 0.7
Cc1nnc(NCCc2ccccc2)n(N)c1=O | 94 | -25 | -2 | 2 | -2 | 1 | 4 | 0.0 | 2.5
COc1ccccc1OC(=O)c1ccc2nsnc2c1 | 106 | -15 | 11 | 1 | -2 | 4 | 1 | -0.1 | 0.6
S=c1nc(C2CC2)n(-c2ccccc2)[nH]1 | 78 | 30 | 2 | -15 | 6 | -15 | 0 | 0.1 | 3.9
Cn1c(CN2CCCCC2)nc2cc(NC(=O)c3ccc(Cl)cc3)ccc21 | 84 | 1 | -7 | 3 | 6 | 10 | 1 | 0.3 | 0.1

Among those listed so far, these contain four or more nitrogen atoms.
SMILES | CR mimetic SO | ZTA counter | EBNA-1 inh | Bcl-xL primary | GLD-1 TGE inh | MCL1-BIM inh | Fam108B inh | Efflux pump mplx | MEX-5 binding
CCCNC(=O)c1ccc(N2CCC3(CC2)CC(c2ccccc2)=NO3)c(N)c1 | 96 | -3 | 51* | -5 | 3 | -9 | -4 | -0.1 | -2.3
COc1ccc2[nH]c3c(N4CC(C)OC(C)C4)ncnc3c2c1 (stereo not drawn) | 123 | -5 | -26 | 5 | -1 | 1 | 2 | 0.2 | -0.1
CCOc1ccc(CCNC(=O)COC(=O)c2nccnc2N)cc1OCC | 91 | -6 | -15 | -6 | 6 | -8 | 3 | 0.1 | 2.5
Cc1ccc(-n2nc(C)c3c2OC(N)=C(C#N)C3c2ccncc2)cc1 (stereo not drawn) | 100 | -10 | 1 | 4 | -3 | 3 | 5 | 0.0 | -2.0
Cc1nnc(C)n1/N=C/c1ccc2c(c1)OCCO2 | 79 | -3 | -1 | 0 | 6 | 2 | 6 | -0.1 | 0.4
CN(C)CCNC(=O)Cn1ccc2cc(S(=O)(=O)N3CCCCCC3)ccc21 | 85 | -4 | -3 | 5 | 2 | 7 | 3 | -0.3 | -2.1
CCC(C)(C)C1CCC2(CC1)NC(=O)N(CC(=O)Nc1cc(C(F)(F)F)ccc1N1CCOCC1)C2=O (stereo not drawn) | 107 | 3 | -8 | -11 | 1 | -26 | 0 | -0.4 | -1.1
COc1ccccc1C1C=C(c2ccc(Cl)cc2)Nc2nc(N3C(=O)CCC3=O)nn21 (stereo not drawn) | 99 | -12 | -5 | 15 | 12 | 19 | -3 | -0.1 | /
CCC(C)C(NC(=O)C(N)CC(C)C)C(=O)NC(CCC(=O)OCc1ccccc1)C(N)=O (stereo not drawn) | 103 | 5 | -4 | 0 | 6 | -11 | 0 | 0.3 | -2.1
Cc1ccc(N2CCN(C(=O)c3nn(C)c4c3CS(=O)(=O)c3ccccc3-4)CC2)c(C)c1 | 118 | -27 | -11 | 1 | 0 | 3 | 3 | 0.0 | 3.6
Cc1nnc(NCCc2ccccc2)n(N)c1=O | 94 | -25 | -2 | 2 | -2 | 1 | 4 | 0.0 | 2.5
Cn1c(CN2CCCCC2)nc2cc(NC(=O)c3ccc(Cl)cc3)ccc21 | 84 | 1 | -7 | 3 | 6 | 10 | 1 | 0.3 | 0.1
